S3 lipid droplet = qHTS Assay for Lipid Storage Modulators in Drosophila S3 Cells | Drosophila S3 cells, BODIPY lipid droplet fluorescence, 18-24 h; cells fed with added oleic acid | lipid storage change, negative = inhibition, % at the top dose, mostly 46.1 µM; hits show Potency in µM | 320,000 tested, 0.64% active | AID 2685; active = well fitted inhibition curve with a large enough effect in the signal ratio, with a control signal flat, not every such curve was filed as active; inconclusive = small, poorly fitted or top-dose-only effect, or effect the other way, or a change in a side signal; the % refers to the signal ratio
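Drosophila S3 cells loaded with oleic acid (400 uM, as added) and compounds at several concentrations; lipid droplets imaged by 488-nm laser-scanning cytometry, 500–530 nm intensity and object ratio to cell channel. Percent activity normalized to 20 uM Triacsin C.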
S3 lipid droplet cell count max = second read-out of S3 lipid droplet, no call of its own (marks repeat the call); cell number change, %; measured here: cell count max response;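 cells counted by Cell Tracker Red CMTPX staining in the red channel; peak over a dose series mostly up to 46.1 µM; percent activity relative to internal control wells on each plate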
Starred values were filed as active, the others as inactive; i = inactive; ? = inconclusive; · = no result given; [ ] = remark or other dose. % is scaled to controls: 0 for no effect and ±100 for the full control effect; potency is read from the fitted curve at half-maximal effect. Only part of the results is shown; count on the stated rates, not on these rows.

SMILES	S3 lipid droplet	S3 lipid droplet cell count max
O=C(CCCc1nc(-c2ccccc2Cl)no1)NC1CCCCC1	?	·
COc1ccc(N=C2S/C(=C\c3cccs3)C(=O)N2CC(C)C)cc1	?	·
Cc1nc(SCC(=O)c2ccc(F)cc2)n[nH]1	?	·
O=C(O)/C=C\c1cc2c(cc1[N+](=O)[O-])OCO2	?	·
COc1ccc2c(c1)OC[C@H]1[C@H]2N2C(=O)CN(CC3CCCO3)C(=O)[C@@]2(C)[C@H]1c1ccccc1 (stereo partly specified)	?	·
CCCOc1cccc(C2/C(=C(/O)c3ccc(OC)cc3)C(=O)C(=O)N2CCN(C)C)c1 (stereo unspecified)	4.9%	8.3
COC(=O)CN1C(=O)C(C)(C)Oc2ccc(C(=O)Nc3ccccc3F)cc21	-11.3%	9.4
COc1ccccc1NC(=S)N1CCCCCC1	-5.6%	9.0
Cc1[nH]n(-c2ccccc2)c(=O)c1C(c1cccc([N+](=O)[O-])c1)c1c(C)[nH]n(-c2ccccc2)c1=O	4.1%	-16.1
NNC(=O)Cc1csc(-c2ccccc2)n1	-5.9%	-27.8
CC(=O)c1c(OC(=O)c2ccco2)c2ccccc2n1C	i	·
COc1ccc(CCCCCCOCc2ccccc2)cc1	?	·
Cc1ccn2c(NCc3ccc4c(c3)OCO4)c(-c3ccc(O)cc3)nc2c1	?	·
CCS(=O)(=O)c1nc(S(=O)(=O)c2ccc(Cl)cc2)c(N2CCC(C(N)=O)CC2)s1	10.3%	·
CCOC(=O)CC1C(=O)NCCN1C(=O)Nc1ccc(Cl)cc1 (stereo unspecified)	?	·
O=C(C1=C(O)C(=O)N(CCCN2CCOCC2)C1c1ccccn1)c1cc2ccccc2o1 (stereo unspecified)	?	·
COc1cc2c(C)nc3c(c(C)nn3-c3ccccc3)c2cc1OC	3.7%	5.8
Cc1ccc(CNC(=O)COc2ccc(C)nc2[N+](=O)[O-])cc1	16.9%	25.6
Cc1ccccc1C(=O)NC1CCN(CC(=O)Nc2ccc3c(c2)OCO3)CC1	26.9%	2.8
O=C(O)C1C2C=CC3(CN(Cc4ccccn4)C(=O)C13)O2 (stereo unspecified)	-25.6%	-15.8
COCCCNC(=S)NNC(=O)c1ccc(C(C)(C)C)cc1	2.9%	0.9
CCN(CC)S(=O)(=O)c1ccc(Cl)c(C(=O)Nc2ccc(Cl)cc2[N+](=O)[O-])c1	?	·
O=C(c1ccc(Cl)cc1)N(Cc1ccco1)C1CCS(=O)(=O)C1 (stereo unspecified)	?	·
CCn1c2ccccc2c2cc(CN3CCN(S(=O)(=O)CC)CC3)ccc21	-16.6%	1.2
O=C1CC(c2ccccc2)CN1S(=O)(=O)c1ccccc1 (stereo unspecified)	20.6µM*	-20.2*
O=C(NC(=S)Nc1ccc2oc(=O)ccc2c1)c1ccccc1F	7.1%	-7.6
Cc1ccc(Cl)cc1NC(=S)N(Cc1cccnc1)Cc1ccccc1Cl	?	·
CCC(C)C(=O)N1c2ccccc2C(=C2SC(C(=O)OC)=C(C(=O)OC)S2)C(=S)C1(C)C (stereo unspecified)	?	·
CCOc1ccc(OCC)c(S(=O)(=O)NC2CC(C)(C)NC(C)(C)C2)c1	?	·
Clc1ncccc1-c1nc2ccccc2s1	10.8%	-6.3
CCOC(=O)Cc1csc(SCC(=O)/C(C#N)=C(\C)N)n1	?	·
CCOC(=O)c1ccccc1NC(=O)/C=C/c1cc(OC)c(OC)c(OC)c1	?	·
S=C(NCCc1ccccc1)Nc1ccc(Nc2ccccc2)cc1	-5.7%	-12.3
CN(C(=O)c1ccncc1)C1CCCCC1	?	·
COc1cccc2sc(N(CCN(C)C)C(=O)/C=C/c3cccs3)nc12	?	·
COc1ccc(/C=N/NC(=O)c2ccccc2O)cc1Cn1cc([N+](=O)[O-])cn1	-2.3%	-1.1
CC(C)(C)c1ccc(S(=O)(=O)NCC(=O)N2CCN(Cc3ccccc3)CC2)cc1	?	·
COc1ccc(N(CC(=O)NCc2ccc(Cl)cc2)S(=O)(=O)c2c(C)n[nH]c2C)cc1	?	·
CCOC(=O)C1CCCN(Cc2nc(N)nc(Nc3ccccc3OC)n2)C1 (stereo unspecified)	14.0%	-9.8
CCC(C)NC(=O)CSc1nnc(-c2cc(-c3cccs3)nc3ccccc23)o1 (stereo unspecified)	?	·
C=CCn1c(SCc2csc(-c3ccc(Cl)cc3)n2)nnc1-c1ccccc1OC	?	·
Cc1cc(C)c2nc(N3CCC(C(=O)NCCCN4CCCC4=O)CC3)sc2c1	10.7%	1.8
CCc1nccn1S(=O)(=O)c1ccccc1[N+](=O)[O-]	-0.4%	-1.8
COc1cc(C)c(C)cc1S(=O)(=O)n1c(C)nc2ccccc21	?	·
Cc1ccsc1C(=O)N/N=C/c1ccc2c(c1)OCO2	?	·

6 entries from above, set out differently.
Screens in order: S3 lipid droplet | S3 lipid droplet cell count max
COc1cccc2sc(N(CCN(C)C)C(=O)/C=C/c3cccs3)nc12
    ? | ·
COc1ccc(/C=N/NC(=O)c2ccccc2O)cc1Cn1cc([N+](=O)[O-])cn1
    -2.3% | -1.1
CC(C)(C)c1ccc(S(=O)(=O)NCC(=O)N2CCN(Cc3ccccc3)CC2)cc1
    ? | ·
COc1ccc(N(CC(=O)NCc2ccc(Cl)cc2)S(=O)(=O)c2c(C)n[nH]c2C)cc1
    ? | ·
CCOC(=O)C1CCCN(Cc2nc(N)nc(Nc3ccccc3OC)n2)C1 (stereo unspecified)
    14.0% | -9.8
CCC(C)NC(=O)CSc1nnc(-c2cc(-c3cccs3)nc3ccccc23)o1 (stereo unspecified)
    ? | ·

More structures:
SMILES	S3 lipid droplet	S3 lipid droplet cell count max
CC1CCc2sc3nc(N4CCN(CCO)CC4)n4ncnc4c3c2C1 (stereo unspecified)	?	·
O=C(NNC1=NCCCCC1)Nc1ccc(Cl)cc1	?	·
C=CCNC(=S)/N=c1/ccccn1CCC	18.9%	-24.0
O=C(CN(C(=O)c1csnn1)c1ccccc1Cl)NC1CCCCC1	?	·
CCNc1nc(NC(C)C)nc(NS(=O)(=O)c2ccc(C)cc2)n1	?	·
O=C1C=C(N(CCO)CCO)C2(CCCCC2)O1	?	·
CC/C=C/C(=O)N1CC2(CC(c3cccc(NC(=O)CCCCC)c3)=NO2)C[C@H]1C(N)=O (stereo partly specified)	-5.5%	10.1
Cc1cc(C(=O)Nc2nc3ccc(S(C)(=O)=O)cc3s2)c(C)o1	?	·
Cc1ccc(S(=O)(=O)n2nc(-c3ccc(Cl)cc3)nc2NCc2ccco2)cc1	?	·
CCCn1cnc2c(N)c(C)c(C)cc21	i	·
Cc1ccc(NC(=O)Cn2nc(-c3ccco3)ccc2=O)cc1Cl	?	·
Cc1ccc(C(=O)NCCNC(=O)c2ccc(C)o2)o1	?	·
O=C1CC(c2ccc(S(=O)(=O)N3CCN(c4ccccc4)CC3)cc2)CN1 (stereo unspecified)	?	·
Cc1ccc(N2CC(C(=O)NCc3nnnn3-c3ccc(C)c(C)c3)CC2=O)cc1 (stereo unspecified)	?	·
Cc1cc(NC(=O)CSCC(=O)NCc2cccc(C(F)(F)F)c2)no1	i	·

Compounds from the list above that have an aryl thioether with sulfur outside any ring:
SMILES	S3 lipid droplet	S3 lipid droplet cell count max
Cc1nc(SCC(=O)c2ccc(F)cc2)n[nH]1	?	·
CCOC(=O)Cc1csc(SCC(=O)/C(C#N)=C(\C)N)n1	?	·
CCC(C)NC(=O)CSc1nnc(-c2cc(-c3cccs3)nc3ccccc23)o1 (stereo unspecified)	?	·
C=CCn1c(SCc2csc(-c3ccc(Cl)cc3)n2)nnc1-c1ccccc1OC	?	·

Further records.
SMILES	S3 lipid droplet	S3 lipid droplet cell count max
COc1ccc(NC(=O)C(c2ccc(C)cc2)N(C)C(=O)CNC(C)=O)cc1 (stereo unspecified)	?	·
COc1ccc(CCN(C)CCN2C(=O)c3ccccc3C2=O)cc1OC	?	·
COCCNc1oc(-c2cccs2)nc1S(=O)(=O)c1ccc(C)cc1	-10.0%[9.22 µM]	-0.8
Cn1c(N)c(C(=O)COC(=O)CC(NC(N)=O)c2ccc(Cl)cc2)c(=O)n(C)c1=O (stereo unspecified)	?	·
COc1ccc(-c2csc(N(CCCN(C)C)C(=O)c3ccc(Br)cc3)n2)cc1	-23.4%	0.7
CC(=O)Nc1cccc(C(=O)OCC(=O)NC(=O)c2ccccc2)c1	?	·
CCC(=O)N1CCc2cc(Br)cc(S(=O)(=O)NC3CCN(Cc4ccccc4)CC3)c21	?	·
C/C(CC(=O)NC1CCCC1)=N\NC(=O)c1ccc([N+](=O)[O-])c(Cl)c1	?	·
COc1cc2nc(-c3ccc(Br)o3)oc(=O)c2cc1OC	?	·
c1cnc(NC2CCCCCC2)nc1	-18.5%	3.7
COc1ccc(Nc2c(C)cccc2C)cc1	?	·
N=Nc1c(O)n(CC(=O)Nc2ccccc2)c2ccccc12	?	·
Cc1ccc(SCc2cc(=O)[nH]c(N3CCOCC3)n2)cc1	?	·
c1ccc(CN2CCN(CCN3CCn4c3nc3ccccc34)CC2)cc1	?	·
COc1cccc(C(=O)NCC(=O)N2CCC3(CC2)NCCc2[nH]cnc23)c1	i	·
COc1cc2c(cc1OC)C(C)N(C(=O)Cn1ncc3c1-c1cc(C)ccc1OC3)CC2 (stereo unspecified)	i	·
Cc1ccc2nc(SCCC#N)nc(C)c2c1	?	·
CCCCCn1c(SCCCC)nc2c1c(=O)[nH]c(=O)n2C	?	·
COC(=O)[C@]1(CC(C)C)N[C@H](c2ccc(-c3cccc(Cl)c3)cc2)[C@@H]2C(=O)N(C)C(=O)[C@@H]21	?	·
Cc1ccc(/C=N/N2CCN(Cc3ccccc3)CC2)s1	7.7%	-25.4
COCC1CCCCN1Cc1cn[nH]c1-c1ccc(OC)cc1OC (stereo unspecified)	?	·
C=CCn1c(SCn2nnc3ccccc3c2=O)nnc1-c1ccc(Br)cc1	?	·
Cc1ccc(NC(=O)CN2C(=O)NC(C)(c3ccc(Cl)cc3)C2=O)cc1 (stereo unspecified)	?	·
CCOC(=O)c1c(NC(=O)CSc2nnc(CNc3ccc(Cl)cc3)o2)sc(C)c1C	-17.5%	-5.7
CCN(Cc1ccccc1)C(c1ccccn1)c1nnnn1C1CCCCC1 (stereo unspecified)	-5.2%	-23.7
COc1cc2c(O)c3c(c(-c4ccc5c(c4)OCO5)c2cc1OC)C(=O)OC3	?	·
CN(C)S(=O)(=O)Nc1ccc(Br)cc1F	23.1µM*	-21.1*
CC1CN(C(=O)Cn2cc(S(=O)(=O)CC(=O)N3CCOCC3)c3ccccc32)CC(C)O1 (stereo unspecified)	i	-17.9
Cc1ccc2c(c1)CCCN2C(=O)c1cc(C)c(C)s1	?	·
O=C(Nc1ccccc1F)C(=O)Nc1cccc2ccccc12	?	·
COc1ccc(OCC(=O)NC(=S)Nc2ccc3c4c(cccc24)CC3)cc1	?	·
COc1ccc(CNc2nc(-c3cccnc3)nn2C(=O)CC(C)C)cc1	0.5%	-0.2
CC(C)CN(C(=O)COC(=O)c1ccc(Cl)nc1)c1c(N)n(Cc2ccccc2)c(=O)[nH]c1=O	3.1%	-6.6
O=C(C1CC(=O)N(c2ccc3c(c2)OCCO3)C1)N1CCN(c2ccccc2O)CC1 (stereo unspecified)	i	5.6
O=C(N/N=C/c1c[nH]c2ccc(Br)cc12)c1ccncc1	-4.0%	-17.7
Cc1cnc(C(=O)Oc2ccc(-c3ccccc3)cc2)cn1	?	·
O=C(c1ccc(S(=O)(=O)N2CCOCC2)cc1)N1CCN(c2ccccn2)CC1	-24.4%	-12.5
Cc1ccc2c(c1)C(=O)C(=O)N2CC(=O)OC(C)C	?	·
O=C(CCCCCn1c(=S)[nH]c2cc3c(cc2c1=O)OCO3)N1CCN(c2ccc(F)cc2)CC1	?	·
CCOC(=O)Cn1ccc(NC(=O)c2ccc(F)cc2)n1	?	·
O=C(CCS(=O)(=O)c1cccc2nsnc12)N1CCN(C(=O)c2ccco2)CC1	?	·
O=C(COc1ccccc1[N+](=O)[O-])N/N=C/c1ccncc1	-0.5%	-14.3
CCN(CC)C(=O)CSc1n[nH]c(=S)n1N	-10.7%	5.4
Cc1ccsc1C(=O)Nc1cccc(S(=O)(=O)N(C)C)c1	?	·
CC(=O)Nc1ccc(NC(=O)CCC(=O)OCC(=O)c2ccc(F)cc2)cc1	?	·
CCN(CC)CCNC(=O)C(C)c1nn(CC)c(=O)c2ccccc12 (stereo unspecified)	1.6%	5.3
CCc1nnc(NC(=O)[C@@H](NC(=O)c2ccc(C(C)(C)C)cc2)C(C)C)s1	?	·
COc1ccc(S(=O)(=O)N(C)C2CCS(=O)(=O)C2)cc1OC (stereo unspecified)	?	·
COC(=O)c1sc(=S)n(-c2ccccc2OC)c1N	?	·
Cc1cccc(OCC(O)Cn2c(NCc3cccnc3)nc3c2c(=O)[nH]c(=O)n3C)c1 (stereo unspecified)	?	·
CCCCN1CC(=O)N2Cc3[nH]c4ccccc4c3C[C@H]2C1=O	?	·
Cc1ccc(S(=O)(=O)NNc2nc3ccccc3nc2C(F)(F)F)cc1	?	·
Cc1ccccc1OCCC(=O)N1CCN(S(=O)(=O)c2ccc(Cl)cc2)CC1	14.9%[0.0737 µM]	·
Cc1ccc(NS(=O)(=O)c2c(C)[nH]c(C)c2C(=O)N2CCCCC2)c(C)c1	12.8%	-23.1
COc1ccc(C(=O)NC(=S)Nc2ccc3oc(=O)ccc3c2)cc1	?	·
COc1ccc(N2CCN(C(=O)c3cccc4nc(C)oc34)CC2)cc1	?	·
Cc1nc(NC(=O)CSc2nnc(C3CC3)n2C)sc1C(=O)N(C)C	?	·
COc1cccc(C2C=C(c3cccs3)Nc3ncnn32)c1OC (stereo unspecified)	-26.9%	-11.7
CCCC(=O)c1ccc(N2CCN(C(=O)c3ccccc3)CC2)c(F)c1	i	-14.9
O=C(NCCCc1ccccc1)Nc1cccc(Cl)c1	-17.0%	-5.9
